From PubChem
hcGAS inh: inhibitors of human cGAS; Q8N884; inhibition, % at 12.5 µM; actives 0.081% (n = 290,000); recombinant h-cGAS, ATP depletion, Kinase-Glo luminescence; AID 1259398;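 also: 0% = vehicle reaction and 100% = reaction without DNA for no activity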
Target sequence (Q8N884 whole entry, looked up): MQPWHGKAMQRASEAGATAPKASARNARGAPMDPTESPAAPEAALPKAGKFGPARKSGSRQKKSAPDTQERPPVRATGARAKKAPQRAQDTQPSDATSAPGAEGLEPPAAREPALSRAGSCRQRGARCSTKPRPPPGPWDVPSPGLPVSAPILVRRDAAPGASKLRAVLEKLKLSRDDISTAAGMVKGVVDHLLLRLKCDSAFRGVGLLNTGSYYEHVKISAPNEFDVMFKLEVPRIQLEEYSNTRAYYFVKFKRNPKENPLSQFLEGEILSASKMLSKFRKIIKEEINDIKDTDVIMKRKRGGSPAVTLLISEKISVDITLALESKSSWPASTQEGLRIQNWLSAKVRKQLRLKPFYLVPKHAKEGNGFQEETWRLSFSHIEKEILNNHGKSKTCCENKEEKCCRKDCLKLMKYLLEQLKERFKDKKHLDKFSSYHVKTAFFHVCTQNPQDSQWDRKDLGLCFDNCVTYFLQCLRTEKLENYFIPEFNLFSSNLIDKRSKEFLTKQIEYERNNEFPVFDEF
NPYLR7 ag: mosquito NPYLR7 agonism; activation, % at 10 µM; AID 1259423; HEK293T NPYLR7/Galpha15, GCaMP6s calcium fluorescence; actives 0.15% (n = 270,000); in the data active = activation above about 40%;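 also: 0% = vehicle and 100% = reference agonist at the receptor; some compounds past the cut are filed as inactive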
mcGAS inh: blocks mouse cGAS activity. Q8C6L5. recombinant cGAS, Kinase-Glo ATP depletion luminescence. inhibition, % at 12.5 µM. actives 0.15% (n = 160,000). AID 1259399;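 also: 0% = negative control wells and 100% = reference inhibitor with no enzyme activity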
An asterisk follows results filed as active; . = no result given; & = joins results of further samples. Rule as the data show it, unless noted: active = inhibition above about 40%; inactive = the rest.

SMILES | hcGAS inh | NPYLR7 ag | mcGAS inh
CC(Oc1cccc(F)c1)C(=O)N1CCN(c2ccc3nnc(-c4ccco4)n3n2)CC1 (stereo not given) | 1 | 3 | -2
CCOc1ccc(CN2CCN(CC3CC3)CC2CCO)cc1 (stereo not given) | 0 | 1 | .
Cc1nc2c(c(N3CCCCC3)n1)CN(C(=O)c1cc(Cl)cc(Cl)c1)CC2 | -9 | -7 | -7
COc1ccc(-n2nc3c(c2NC(=O)C(C)C)CSC3)cc1 | -1 | -1 | -5
CCCCc1ccc(N2C(=N)CS/C2=C(/C#N)S(=O)(=O)c2ccccc2)cc1 | -1 | -4 | .
CNC(=O)NC(=O)CSc1nc(-c2ccc(Cl)cc2)cn1-c1ccccc1 | -5 | 6 | .
O=C(CSc1nc2sc3c(c2c(=O)n1Cc1ccco1)CCCC3)N1CCNC1=O | -3 | -1 | -5
CC(=O)Nc1ccccc1NC(=O)CN1CCC(O)(c2ccc(C)cn2)CC1 | -4 | -3 | -16
CSc1ccc(C=NNc2ncc(Cl)cc2Cl)cc1 | -6 | -2 | .
CCn1nnc2c(=O)n(CC(N)=O)cnc21 | -7 | 0 | .
O=C1CC(c2ccsc2)c2cc3cn[nH]c3cc2N1 (stereo not given) | -6 | 5 | .
O=c1c2ccccc2cnn1Cc1coc(-c2ccc(F)cc2)n1 | -8 | 17 | -15
COc1ccc(NC(=O)Nc2ccc3nc([C@H]4C[C@H](O)[C@@H](CO)O4)[nH]c3c2)cc1OC1CCCC1 | -3 | 18 | -4
CCC(=O)Nc1c(-c2cc(=O)oc3c(C)cc(C)cc23)oc2ccccc12 | -4 | 1 | -7
COCc1nc2nccc(-c3ccccc3OC)n2n1 | 0 | -13 | .

In the list so far, these contain an NH in an aromatic ring.
SMILES | hcGAS inh | NPYLR7 ag | mcGAS inh
O=C1CC(c2ccsc2)c2cc3cn[nH]c3cc2N1 (stereo not given) | -6 | 5 | .
COc1ccc(NC(=O)Nc2ccc3nc([C@H]4C[C@H](O)[C@@H](CO)O4)[nH]c3c2)cc1OC1CCCC1 | -3 | 18 | -4

Remaining list, next part.
SMILES | hcGAS inh | NPYLR7 ag | mcGAS inh
CCc1c(C(=O)CN(C)Cc2c(F)cccc2Cl)[nH]c(C)c1C(C)=O | -5 | 4 | .
C=CCn1nnnc1NCc1ccc(OCC)cc1 | -5 | 1 | .
COc1cc2[nH]c3c(=O)n(CC(=O)NCCC4=CCCCC4)cnc3c2cc1OC | -10 | . | -9
COc1ccc(N2CCN(c3cc(C(=O)NC4CCCCC4)ncn3)CC2)cc1OC | -9 | -3 | -3
Cc1ccc(S(=O)(=O)N2CCN(c3cc(=O)n4oc(C)cc4n3)CC2)cc1 | -4 | 9 | .
CC(C)COc1cccc(OCC(=O)O)c1 | -3 | 0 | -5
CCOc1nc(-c2ccc3c(c2)OCO3)n(-c2ccc(NC(=O)C(Cl)c3ccccc3)cc2)n1 (stereo not given) | 1 | . | 1
CC1CN(c2cc(Oc3cccc(F)c3)ncn2)CCN1C(=O)c1ccccc1Cl (stereo not given) | -4 | 4 | -3
CCCn1c2c(=O)[nH]c(=O)n(C)c2n2c(-c3cc(Br)ccc3OC)nnc12 | -2 | 6 | .
COC(=O)c1ccc(-c2noc(CN3CCC(OCc4cccnc4)CC3)n2)cc1 | -6 | 2 | .
CCOC(=O)C1(CCc2ccccc2)CCCN(C(=O)c2ccc(OC)o2)C1 (stereo not given) | -1 | 0 | .
Cc1cc(C)nc(SCc2cc(=O)c(OC(=O)c3cc([N+](=O)[O-])ccc3Cl)co2)n1 | -4 | -13 | -6
C/C=C(\C)C(=O)N1CCC(c2nc(-c3ccc(Cl)cc3F)no2)CC1 | -3 | 2 | -4
O=C(CS(=O)Cc1c(F)cccc1Cl)Nc1ccc2c(c1)OC(F)(F)O2 (stereo not given) | -7 | -2 | -13
CC(C)c1ccc(Nc2cc3c(cn2)cc(-c2ccccc2)n3C)cc1 | -2 | 5 | -1

Seven successive records out of the list so far, for reference:
SMILES | hcGAS inh | NPYLR7 ag | mcGAS inh
CC(Oc1cccc(F)c1)C(=O)N1CCN(c2ccc3nnc(-c4ccco4)n3n2)CC1 (stereo not given) | 1 | 3 | -2
CCOc1ccc(CN2CCN(CC3CC3)CC2CCO)cc1 (stereo not given) | 0 | 1 | .
Cc1nc2c(c(N3CCCCC3)n1)CN(C(=O)c1cc(Cl)cc(Cl)c1)CC2 | -9 | -7 | -7
COc1ccc(-n2nc3c(c2NC(=O)C(C)C)CSC3)cc1 | -1 | -1 | -5
CCCCc1ccc(N2C(=N)CS/C2=C(/C#N)S(=O)(=O)c2ccccc2)cc1 | -1 | -4 | .
CNC(=O)NC(=O)CSc1nc(-c2ccc(Cl)cc2)cn1-c1ccccc1 | -5 | 6 | .
O=C(CSc1nc2sc3c(c2c(=O)n1Cc1ccco1)CCCC3)N1CCNC1=O | -3 | -1 | -5

More entries follow.
SMILES | hcGAS inh | NPYLR7 ag | mcGAS inh
OC1CN=C2CCCc3c2n(c2ccccc32)C1 (stereo not given) | -14 | 12 | .
CCn1c(CN2CCCC(C(=O)Nc3ccc(-n4ccnc4C)cc3)C2)nc2ccccc21 (stereo not given) | -1 | -5 | -2
CS(=O)(=O)CCC(NC(=O)c1ccccc1Br)C(=O)OCc1ccccc1 (stereo not given) | -7 | 2 | .
COc1ccc(Cl)cc1NC(=O)C1Nc2cc(C)ccc2S(=O)(=O)N1 (stereo not given) | -3 | 3 | .
C(=C\c1nn2c(CCc3ccccc3)nnc2s1)/c1cccs1 | 4 | 2 | 0
COc1ncc(-c2ccc(C)c3ncccc23)c(OC)n1 | -1 | -5 | .
CCn1nnc2c(SCc3ccccc3Cl)ncnc21 | -7 | 1 | .
Cc1ccc(C2(O)CCN(Cc3ccc(-c4ccn[nH]4)o3)CC2)nc1 | -4 | 33 | -9
Cc1nc(C)n(Cc2ccc3c(c2)CCC3)n1 | -19 | -1 | .
CCOC(=O)C[C@@H]1CCN(C(=O)NC2CCCCC2)C[C@@H]1CCN1CCC[C@H]1C(N)=O | -6 | -8 | -7
CNCC(=O)NCC1CCN(c2ccccc2C)C1 (stereo not given) | -3 | 17 | .
Cc1nn(C)c(=O)c(C(=O)NCc2cccc3c2OCCO3)c1C | -4 | 6 | .
CC(C)n1ncc2cc3c(nc21)C(=O)OCC3 | -9 | 1 | -16
COCC(=O)N1CCCN(Cc2cc3cccc(C)c3[nH]c2=O)CC1 | -10 | 14 | .
Cc1cccnc1-n1cnc(-c2ccccc2)c1 | -3 | 1 | 3
Cn1c(O)c(N=Nc2ncnc3sc4c(c23)CCC4)c2ccccc21 | -5 | -1 | .
CC(c1ccc2c(c1)OCCO2)N(C)Cc1nnc(CC2CCNCC2)n1C (stereo not given) | -3 | 21 | -12
CCC(CO)NC(=O)c1c(O)nc2ccccn2c1=O (stereo not given) | -8 | -1 | -9
CC(C)c1cc(C2CCN(C(=O)c3nc(=O)[nH]c4ccccc34)CC2)[nH]n1 | -4 | -7 | .
CCOC(=O)CC1CCCCN1Cc1nc(Cc2ccccc2F)no1 (stereo not given) | -6&-1 | 14&1 | -3
CCOc1ccc(NC(=O)c2c(C)c(-c3ccc(OC)cc3)nc3ccccc23)cc1 | -5 | 13 | -9
CCOCCCn1c(SCc2cc(F)c(Cl)cc2Cl)nc2cc(C(=O)OCC)ccc21 | -6 | 1 | -6
CCn1nnc2c(N3CCN(S(C)(=O)=O)CC3)ncnc21 | -3 | 0 | .
c1coc(CNc2ccc3c(c2)ncn3C2CCCCC2)c1 | -6 | 0 | .
O=C1N(CC2CCC2)CCCC1(O)CN1CCC2(CC1)OCCO2 (stereo not given) | -7 | -1 | .
COc1cn(CC(=O)NCCc2ccccc2)c(CN2CCC(C)CC2)cc1=O | -5 | 1 | -8
O=C(c1ccc([N+](=O)[O-])o1)N1CCN(c2nc3nccc(-c4cc(Cl)ccc4Cl)n3n2)CC1 | -6 | 3 | -5
CCOCCCN(Cc1nc(C(=O)OC)cs1)C(=O)c1cc(Cl)cc(Cl)c1 | -3 | -4 | -3
Cn1cc(S(=O)(=O)Oc2ccccc2)c(=O)n(C)c1=O | -11 | 1 | -8
CCOC(=O)c1sc(NC(=O)/C=C/c2ccccc2)nc1-c1ccccc1 | 1 | -2 | -2
Cc1ccc(F)c(S(=O)(=O)NC(=O)C2(C)CCN2C(=O)Cc2cccs2)c1 (stereo not given) | 3 | 1 | .
CCOC(=O)c1cc(I)c(-c2cc(C)no2)n1C | -5 | -7 | .
O=C(NC1CC(=O)N(CC2CCCCC2)C1)C(=O)c1ccccc1 (stereo not given) | -7 | 19 | .
O=C(CC1=CCCCC1)N1CCC(n2c(-c3ccccc3)nc3ccc(F)cc32)CC1 | -7 | 8 | -8
CN(Cc1ccncc1)Cc1nc(-c2cccnc2)no1 | -4 | 3 | -12
CCOCCc1nnc(NC(=O)c2cccc(Cl)c2)s1 | -3 | -3 | -2
COC(=O)c1c(-c2ccccc2Cl)csc1NC(=O)CCl | -1 | -3 | 4
CC(=O)c1sc(-c2ccc(OC(C)C(=O)N3CCCCCC3)cc2)nc1C (stereo not given) | 0 | 9 | .
O=c1c2ccccc2cnn1CN1CCN(S(=O)(=O)c2ccc(Cl)cc2)CC1 | -4 | 12 | -8
N#Cc1cccc(COc2ccc(NC(=O)C3CCCO3)cc2F)c1 (stereo not given) | -13 | 5 | .
CC(C)N(C)S(=O)(=O)NCC1CCCc2ccccc21 (stereo not given) | -2 | 3 | .
O=C(NC(c1cccs1)C1CCCC1)c1ccc2c(c1)OCCO2 (stereo not given) | -4 | 3 | .
CC(=O)Nc1ccc(CN2C(=O)C3(CCC3)ON=C2c2ccccc2)cc1 | -4 | 2 | .
Cc1noc(C)c1CSCc1nc(N)nc(N(C)C)n1 | -7 | 5 | -18
O=C(c1cccs1)N1CCN(Cc2cc3c(cc2O)CCC3)CC1 | -9 | 11 | -10
Cc1cc(C(=O)N2CCC3(CC2)CC(N2CCN(CC(C)C)CC2)CCO3)n[nH]1 (stereo not given) | -7 | . | -5
C/C=C/c1cc(C(=O)OCc2cc(C)no2)cc(OC)c1OC | -6 | 6 | .
CC(C)CCN1C(=O)CC[C@H]2CN(C(=O)N3CCN(C)CC3)CC[C@H]21 | -10 | . | -7
COc1cccc([C@@H]2CCN(C3CCSCC3)C[C@H]2O)c1 | -2 | 8 | .
C#CCOCC(O)CN(Cc1ccc(OC)c(OC)c1)C1CC1 (stereo not given) | -5 | 18 | -6
Cn1cccc1CC(=O)NNC(=O)NC1CCCCC1 | -7 | -15 | .
CN(Cc1cc(-c2ccccc2)no1)Cc1coc2ccccc2c1=O | -1 | 17 | .
COc1cc(Nc2ccc(NC(=O)Nc3ccccc3C(F)(F)F)cc2)nc(C)n1 | -9 | 10 | -7
O=C1/C(=C/c2ccc(Br)o2)SC(=Nc2ccccc2)N1c1ccccc1 | -2 | -6 | -3
CCc1cc2c(=S)[nH]cnc2s1 | -1&-3 | 2&-5 | .
COc1ccc(OCCn2c(C3CC(=O)N(c4cccc(OC)c4)C3)nc3ccccc32)cc1 (stereo not given) | -4 | 5 | -4
CCOC1CCCN(S(=O)(=O)c2ccccc2)C1 (stereo not given) | -1 | -4 | 0
COc1ccc(-c2nnc(NC(=O)c3cccs3)s2)cc1 | -3 | -7 | -4
COC(=O)c1ccccc1C(=O)N1CCCC(Nc2ccc(C)c(C)c2)C1 (stereo not given) | -4 | -1 | .
C=C1/C(=C\C=C2/CCC[C@]3(C)[C@@H]([C@H](C)/C=C/[C@@H](O)C4CC4)CC[C@@H]23)C[C@@H](O)C[C@@H]1O | -6 | -8 | .
Next section:
SMILES | hcGAS inh | NPYLR7 ag | mcGAS inh
C=C(C)Cn1c(=O)c2c(nc3n2CCCN3c2ccc(OC)cc2)n(C)c1=O | -7 | 4 | -6
Cc1nn(-c2ccccc2)c(C)c1CC(=O)N1CCOc2ccc(CN3CCCCC3CO)cc2C1 (stereo not given) | -6 | -5 | .
Fc1ccc(-c2cc(C(F)(F)F)nc(-n3cc(Br)cn3)n2)cc1 | -11 | 9 | .
N#Cc1c(N)n(-c2ccc(F)cc2)c2nc3ccccc3nc12 | -5 | 0 | -4
C=CCNc1nc2cc(-c3ccc(C(=O)N4CCOCC4)cc3)sc2c(=O)n1C | -2 | 10 | .
CCOC(=O)c1nn(-c2ccccc2)c(=O)cc1OCc1ccccc1C | -2 | 10 | .
CC(NCC(=O)Nc1ccc(N2CCCC2=O)cc1)c1ccc(Cl)cc1Cl (stereo not given) | 7 | 14 | .
COc1ccc(C2=NN(c3nc(-c4ccccc4)c4cc(Cl)ccc4n3)C(c3ccc([N+](=O)[O-])cc3)C2)cc1 (stereo not given) | -5 | -8 | .
CNc1ccc(S(=O)(=O)NC)cc1[N+](=O)[O-] | 1 | 2 | .
Cc1nc(C)n(CCCNC(=O)c2cccc(CC3CCNCC3)c2)n1 | -9 | -3 | .
COCc1noc(-c2ccc(N3CCCOCC3)nc2)n1 | 1 | 4 | .
CC(C)Cc1noc(CN(C)C(=O)c2ccccc2C2CCNC2)n1 (stereo not given) | -1 | 2 | .
COc1cccc(C2Nc3ccccc3N=C3CC(C)(C)CC(=O)C32)c1OC (stereo not given) | -4 | 2 | -8
O=S(=O)(NCC1(c2ccccc2)CC1)N1CCCCCC1 | -7 | 6 | .
COc1ccc(CNC(=O)CNC(=O)c2ccc(SC)cc2)c(OC)c1 | -9 | -8 | .
COc1cc(OC)cc(C(=O)N2CCCC(N3CCN(c4ccccc4F)CC3)C2)c1 (stereo not given) | -9 | 1 | .
O=C(CNC(=O)/C=C/c1ccco1)N=Nc1c(O)n(Cc2ccccc2)c2ccccc12 | -5 | -1 | -6
Cc1cccc(-c2cccc(CNC(=O)NCCS(C)(=O)=O)c2)c1 | -4 | 8 | .
Cc1ccc(-c2nnc(SCc3ccc(C(=O)O)cc3)n2-c2cccc(Cl)c2)cc1 | -1 | 1 | -5
O=C(O)c1cc(-c2ccccc2)n[nH]1 | 1 | 2 | -7
CC(C)N(CCNC(=O)c1ccc(SC(F)(F)F)cc1)C(C)C | -9 | -7 | -4
